TNAP inh pNP – human TNAP enzyme inhibitors, primary screen, biochemical, colorimetric, p-nitrophenol readout; Alkaline phosphatase, tissue-nonspecific isozyme (Homo sapiens), P05186; purified TNAP, pNPP hydrolysis, absorbance 405 nm; inhibition, % at 20 µM; 21,000 tested, under 10 active; AID 615, 2007;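 note: 0% = DMSO only wells and 100% = 1 mM levamisole wells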
Target sequence (P05186 whole entry, looked up): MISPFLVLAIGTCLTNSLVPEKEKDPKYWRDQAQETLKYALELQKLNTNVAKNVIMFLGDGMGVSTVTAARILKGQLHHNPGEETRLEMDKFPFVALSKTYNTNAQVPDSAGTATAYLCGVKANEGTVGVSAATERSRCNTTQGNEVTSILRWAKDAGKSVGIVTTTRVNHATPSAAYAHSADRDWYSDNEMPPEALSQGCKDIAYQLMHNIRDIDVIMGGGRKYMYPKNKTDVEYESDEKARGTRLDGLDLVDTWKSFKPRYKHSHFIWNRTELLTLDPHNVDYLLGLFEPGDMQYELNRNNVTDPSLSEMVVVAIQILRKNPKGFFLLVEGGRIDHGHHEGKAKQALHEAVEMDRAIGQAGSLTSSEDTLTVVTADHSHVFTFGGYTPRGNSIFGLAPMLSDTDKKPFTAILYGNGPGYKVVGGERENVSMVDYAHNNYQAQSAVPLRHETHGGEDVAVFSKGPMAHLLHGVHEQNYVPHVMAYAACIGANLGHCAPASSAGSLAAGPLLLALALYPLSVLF
TNAP inh Pi – human TNAP enzyme inhibitors, primary screen, biochemical, colorimetric, phosphate release readout; Alkaline phosphatase, tissue-nonspecific isozyme (Homo sapiens), P05186; purified TNAP, pNPP, malachite green phosphate absorbance; inhibition, % at 20 µM; 21,000 tested, under 10 active
* marks the source's active call; other numbers are inactive results.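 Rule for the calls: active = inhibition above 50% at the 20 µM single-dose screen; inactive = the rest.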 Only part of the results is shown; count on the stated rates, not on these rows.

SMILES	TNAP inh pNP	TNAP inh Pi
CCC(=NCc1ccc2c(c1)OCO2)c1c(O)n(C2CCCCC2)c(=O)[nH]c1=O	1.7	-7.2
Cc1c2ccncc2c(C)c2c1[nH]c1ccccc12	4.7	10.3
CCCCc1nc(N2CCNCC2)c(C#N)c2c1CSC(C)(C)C2	4.8	9.5
CN(C)CCN=Cc1c(O)n(-c2cccc(C(F)(F)F)c2)c(=O)[nH]c1=O	-1.4	-9.9
CCC(C)NC(=O)c1c(N)n(CCCOC)c2nc3ccccc3nc12 (stereo not drawn)	5.6	-2.2
CN1C[C@H](CNC(=O)OCc2ccccc2)C[C@@H]2c3cccc4c3c(cn4C)C[C@H]21	5.7	11.2
CCCN(CC#CCO)CCC	3.5	8.8
[N-]=[N+]=CC(=O)OC[C@H](N)C(=O)O	2.5	7.1
COc1ccccc1N=C1SCCCN1C	-0.4	3.0
CCCCn1c(O)c(C(CC)=NCCN2CCCCC2)c(=O)[nH]c1=O	1.0	3.0
CC(C)N(CCC(C(N)=O)(c1ccccc1)c1ccccn1)C(C)C (stereo not drawn)	0.0	0.0
COc1ccccc1CN1CCN(C(=O)COc2ccccc2)CC1	-1.9	1.3
COc1cccc(N2C(=O)NC(=O)C3(Cc4cc(C)ccc4N(C)C3)C2=O)c1 (stereo not drawn)	6.9	10.0
COc1ccc(Cc2nccc3cc(OC)c(OC)cc23)cc1OC	3.6	-14.1
CCCCCCn1c(O)c(C=NCCN2CCCCC2)c(=O)[nH]c1=O	-0.6	-0.8
CCC(=NCCN1CCCCC1)c1c(O)n(C)c(=O)n(C)c1=O	0.0	0.0
COCCOC(=O)C1=C(N)OC(C)=C(C(=O)OC)C12C(=O)Nc1ccccc12 (stereo not drawn)	1.4	-4.0
COCCOC(=O)c1c(N)n(Cc2ccco2)c2nc3ccccc3nc12	-3.4	-2.7
O=C(C1CCCO1)N1CCC2(CC1)OCCO2 (stereo not drawn)	-2.1	5.8
CN1CC=C2C(C#N)=C(N)C(C#N)(C#N)C(c3ccncc3)C2C1 (stereo not drawn)	4.7	7.9
CCN(CC)CCCNC(=O)c1c(O)c2ccccc2n(Cc2ccccc2)c1=O	-0.3	4.0
NCC(CC(=O)O)c1ccc(Cl)cc1 (stereo not drawn)	2.5	4.4
CCOC(=O)C1=C(C)OC(N)=C(C(=O)OCC)[C@@]12C(=O)N(CC(N)=O)c1ccccc12	3.6	2.6
COc1cc(CN2CCN(C(=O)COc3ccccc3)CC2)cc(OC)c1OC	-6.7	3.6
CCOC(=O)C1=C(N)Oc2cc(C)oc(=O)c2C12C(=O)N1c3c(cccc32)C(C)=CC1(C)C (stereo not drawn)	5.0	-8.9
SMILES	TNAP inh pNP	TNAP inh Pi
CCCNC(=O)c1c(N)n(CC2CCCO2)c2nc3ccccc3nc12 (stereo not drawn)	-4.7	-3.3
Cc1ccccc1C1=NCC(=O)N(CC(=O)NCc2ccco2)c2sc3c(c21)CCCC3	5.1	12.5
CC1(C)CC(=O)C(C=NCCN2CCN(C(=O)Cc3ccc(F)cc3)CC2)=C(O)C1	1.4	8.6
O=c1c(C=NCCN2CCNCC2)c(O)n(C2CCCCC2)c(=O)n1C1CCCCC1	-2.6	4.9
O=C1NC(=O)C(Cc2cccs2)C(=O)N1	0.2	5.9
CCCc1nc2ccccc2c(=O)n1-c1ccccc1OC	4.6	10.4
C=CCn1c(O)c(C(C)=Nc2cc(OC)ccc2OC)c(=O)[nH]c1=O	2.9	-11.2
CC(=NCc1cccnc1)c1c(O)n(C2CCCCC2)c(=O)[nH]c1=O	0.7	11.2
CN1[C@@H]2CC[C@H]1CC(OC(=O)C1C=Nc3ccccc31)C2 (stereo partly drawn)	6.1	-5.4
COC(=O)C1=C(N)Oc2c(c(=O)oc3ccccc23)[C@]12C(=O)N(C)c1ccccc12	6.9	-16.7
CCCCNC(=O)Nc1ccc(C(O)(C(=O)OC)C(F)(F)F)cc1 (stereo not drawn)	3.1	7.3
CN1C2C=C(N(C(=O)c3ccc(Cl)cc3)c3ccccc3)CC1CC2 (stereo not drawn)	6.5	14.0
CCSc1cc(C2C(C#N)=C(N)Oc3n[nH]c(C)c32)c(C)o1 (stereo not drawn)	0.0	3.7
CCC(=NCCO)c1c(O)n(-c2ccccc2)c(=O)[nH]c1=O	-3.2	3.9
COc1ccc(CCC(=O)N2CCC3(CC2)OCCO3)cc1	-0.8	-3.2
CCCc1[nH]nc2c1C1(C(=O)N(CC(N)=O)c3ccccc31)C(C(=O)OC)=C(N)O2 (stereo not drawn)	7.1	8.8
CC(C)CCOC(=O)c1c(N)n(CC2CCCO2)c2nc3ccccc3nc12 (stereo not drawn)	1.8	6.6
O=C1CN=C(c2cccs2)c2c(sc3c2CCCC3)N1	-3.0	3.6
C1CNC2NCCNC2N1 (stereo not drawn)	-4.9	2.4
CCC(=NCCO)c1c(O)n(C2CCCCC2)c(=O)[nH]c1=O	9.5	8.6
O=c1[nH]c(=O)n(-c2cccc3ccccc23)c(O)c1C=NCCCn1ccnc1	0.5	0.9
C=CCOC(=O)C1=C(C)OC(N)=C(C#N)[C@@]12C(=O)N(CC(N)=O)c1ccccc12	2.9	1.9
CCOC(=O)c1c(N)n(Cc2ccc(OC)cc2)c2nc3ccccc3nc12	3.8	12.1
C/C(Cl)=C/CC1(CN2CCCC2=O)C(=O)NC(=O)NC1=O	-4.8	-4.8
N#Cc1c(/N=C/c2c(O)n(Cc3ccco3)c(=O)[nH]c2=O)sc2c1CCCC2	2.6	7.4
SMILES	TNAP inh pNP	TNAP inh Pi
CCN(CC)CCN=Cc1c(O)n(CCc2ccccc2)c(=O)[nH]c1=O	-2.7	-1.6
N=c1n(CCO)c2ccccc2n1Cc1ccccc1	6.1	10.8
COc1ccc(-n2c(O)c(C(C)=NCCN3CCNCC3)c(=O)[nH]c2=O)cc1	5.5	11.6
N[C@@H](Cc1c[nH]c2ccccc12)c1nnc(SCc2ccc(F)cc2)o1	3.3	7.3
Cc1ccc2cccc(OC(=O)N(C)c3ccccc3)c2n1	1.8	15.9
COc1ccc(C2SCC(=O)Nc3c2c(=O)[nH]n3C2CCCCC2)cc1 (stereo not drawn)	5.8	11.9
CN(C)CCc1nn[nH]n1	1.6	-9.8
O=c1[nH]c(=O)n(CCc2ccccc2)c(O)c1C=NCCN1CCNCC1	0.2	2.6
CC(C)[C@@]1(NC(=O)[C@@H]2C=C3c4cccc5[nH]cc(c45)C[C@H]3N(C)C2)O[C@@]2(O)[C@@H]3CCCN3C(=O)[C@H](Cc3ccccc3)N2C1=O	7.2	-3.5
C=CCn1c(O)c(C(CC)=Nc2ccc(N(CC)CC)cc2)c(=O)[nH]c1=O	5.4	13.9
CN1CCc2nc3sc(C#N)c(N)c3c(-c3cccs3)c2C1	3.3	6.6
CNCCc1nc(N)n[nH]1	0.0	0.0
CCN1CCN(Cc2nnnn2C(C)(C)C)CC1	2.0	14.2
O=C(Nc1ccccc1OC(=O)N1CCOCC1)N1CCOCC1	1.3	-11.8
C[N+]12CN3CN(CN(C3)C1)C2	4.0	-12.3
CCCCn1c(O)c(C(C)=NCc2ccc(F)cc2)c(=O)[nH]c1=O	4.3	13.5
COc1ccc2[nH]cc(CCN(C)C)c2c1	2.2	7.7
COC(=O)c1cc(COc2cc(C)cc3oc(=O)c4c(c23)CCC4)c(C)o1	3.7	9.7
CNP1(NC)=Nc2nn(-c3ccccc3)c(N)c2C(c2ccccc2)=N1	-3.2	-14.5
CCC(=NCCN1CCOCC1)c1c(O)n(-c2ccccc2C)c(=O)[nH]c1=O	5.7	9.0
OCCNc1c2c(nc3ccccc13)CCCC2	4.9	9.7
CCC(=NCC1CCCO1)c1c(O)n(-c2ccccc2)c(=O)[nH]c1=O (stereo not drawn)	2.4	-15.1
CC(=O)OC1(c2ccccc2)CCN(C)C2CCCCC21 (stereo not drawn)	8.2	11.6
CCCCCCn1c(N)c(C(=O)NCCN2CCOCC2)c2nc3ccccc3nc21	3.8	6.9
CC1CC2(O)c3nonc3CCC2N1O (stereo not drawn)	2.3	9.8

An excerpt of these results, as comma-separated lines:
compound,TNAP inh pNP,TNAP inh Pi
CCN(CC)CCN=Cc1c(O)n(CCc2ccccc2)c(=O)[nH]c1=O,-2.7,-1.6
N=c1n(CCO)c2ccccc2n1Cc1ccccc1,6.1,10.8
COc1ccc(-n2c(O)c(C(C)=NCCN3CCNCC3)c(=O)[nH]c2=O)cc1,5.5,11.6
N[C@@H](Cc1c[nH]c2ccccc12)c1nnc(SCc2ccc(F)cc2)o1,3.3,7.3
Cc1ccc2cccc(OC(=O)N(C)c3ccccc3)c2n1,1.8,15.9
COc1ccc(C2SCC(=O)Nc3c2c(=O)[nH]n3C2CCCCC2)cc1 (stereo not drawn),5.8,11.9
CN(C)CCc1nn[nH]n1,1.6,-9.8
O=c1[nH]c(=O)n(CCc2ccccc2)c(O)c1C=NCCN1CCNCC1,0.2,2.6
CC(C)[C@@]1(NC(=O)[C@@H]2C=C3c4cccc5[nH]cc(c45)C[C@H]3N(C)C2)O[C@@]2(O)[C@@H]3CCCN3C(=O)[C@H](Cc3ccccc3)N2C1=O,7.2,-3.5
C=CCn1c(O)c(C(CC)=Nc2ccc(N(CC)CC)cc2)c(=O)[nH]c1=O,5.4,13.9
CN1CCc2nc3sc(C#N)c(N)c3c(-c3cccs3)c2C1,3.3,6.6
CNCCc1nc(N)n[nH]1,0.0,0.0
CCN1CCN(Cc2nnnn2C(C)(C)C)CC1,2.0,14.2
O=C(Nc1ccccc1OC(=O)N1CCOCC1)N1CCOCC1,1.3,-11.8
C[N+]12CN3CN(CN(C3)C1)C2,4.0,-12.3
CCCCn1c(O)c(C(C)=NCc2ccc(F)cc2)c(=O)[nH]c1=O,4.3,13.5
COc1ccc2[nH]cc(CCN(C)C)c2c1,2.2,7.7
COC(=O)c1cc(COc2cc(C)cc3oc(=O)c4c(c23)CCC4)c(C)o1,3.7,9.7

(list continues)
SMILES	TNAP inh pNP	TNAP inh Pi
C#CCN(C)C(C)Cc1ccccc1 (stereo not drawn)	3.2	6.4
O=C1C2CCN(CC2)C1Cc1ccc(OCCOc2ccccc2)cc1 (stereo not drawn)	1.2	4.5
COc1ccc2c(c1)c(C(=O)CN1CCN(C)CC1)c(C)n2Cc1ccccc1	-0.3	8.5
CCCCN1CCC(C#N)(Nc2ccccc2)CC1	6.4	-1.0
CCCCCCn1c(=O)c(C(=O)Nc2ccncc2)c(O)c2ccccc21	3.3	8.4
COc1ccccc1-n1c(O)c(C=Nc2c(C)n(C)n(-c3ccccc3)c2=O)c(=O)[nH]c1=O	-6.6	4.4
O=C1NC(=O)C(CCc2ccncc2)(c2ccccc2)C(=O)N1	-5.9	-6.0
COc1ccc2c(c1)CC1(CN2C)C(=O)NC(=O)N(c2ccc(F)cc2)C1=O (stereo not drawn)	1.8	9.7
CC(=NCc1ccc(F)cc1)c1c(O)n(C)c(=O)n(C)c1=O	4.7	-18.7
CCOC(=O)c1c(C)n(Cc2ccco2)c2ccc(OC)cc12	-11.1	-8.1
COc1cc2c3c(c1OC)-c1cc(O)ccc1CC3NCC2 (stereo not drawn)	-0.4	0.3
OC1(c2ccc(F)cc2)CC2CCC(C1)N2Cc1nnnn1C1CCCC1 (stereo not drawn)	1.4	4.0
COCCCn1c(N)c(C(=O)OC(C)COC)c2nc3ccccc3nc21 (stereo not drawn)	1.2	10.9
CCCCn1c(=O)c(C(=O)Nc2cnccn2)c(O)c2ccccc21	7.9	16.4
Cc1ccc(S(=O)(=O)N(C)CCCC(=O)N2CCN(c3ccccn3)CC2)cc1	6.8	6.5
C=CCOC(=O)C1=C(C)OC(N)=C(C#N)C12C(=O)N(CN1CCOCC1)c1ccccc12 (stereo not drawn)	-5.6	-34.6
CC(=NCCN1CCOCC1)c1c(O)n(-c2ccccc2C)c(=O)[nH]c1=O	2.9	9.0
CC1CCC(NCCc2ccc3c(c2)OCO3)CC1 (stereo not drawn)	-2.5	5.3
Cn1c(O)c(C=NC2CC3CCC2(C)C3(C)C)c(=O)[nH]c1=O (stereo not drawn)	3.3	7.0
CCCCCn1c(=O)c(C(=O)Nc2ccncc2)c(O)c2ccccc21	2.2	4.7
CCn1c(O)c(C=NCc2cccs2)c(=O)[nH]c1=O	7.5	8.3
COc1ccc(Cn2c(O)c(C=NCCN3CCOCC3)c(=O)[nH]c2=O)cc1	3.8	8.9
CC1(C)C2CC=C(CN3CCC(O)CC3)C1C2 (stereo not drawn)	-0.9	-3.8
CCCCn1c(O)c(C(C)=Nc2ccc(OCC)cc2)c(=O)[nH]c1=O	-3.3	5.6
CN(C=O)CP(=O)(O)CN(C)C=O	1.7	11.0
SMILES	TNAP inh pNP	TNAP inh Pi
CC(C)(C)OC(=O)c1c(N)n(Cc2ccco2)c2nc3ccccc3nc12	-0.1	6.5
CCC(=NCC1CCCO1)c1c(O)[nH]c(=O)[nH]c1=O (stereo not drawn)	2.8	7.9
COc1ccc2c(c1)CC1(CN2C)C(=O)NC(=O)N(c2ccc(C)cc2)C1=O (stereo not drawn)	4.8	7.2
C=CCN1C(=O)C2(C(C(=O)OCC)=C(N)Oc3ccccc32)C2=C1CCCC2=O (stereo not drawn)	3.9	-1.2
C[C@]12CCC(=O)C=C1CCC1C2CC[C@@]2(C)C1CC[C@@]2(O)CC#N (stereo partly drawn)	4.1	-4.1
COc1cc2nc(CN3CC=C(c4ccccc4)CC3)[nH]c(=O)c2cc1OC	0.7	12.8
Clc1ccc2c(N3CCNCC3)ccnc2c1	3.2	9.3
CC(Cc1ccccc1)[n+]1cc(/N=C(\[O-])N(C)C)on1 (stereo not drawn)	-4.4	4.0
CCC(=NCCCO)c1c(O)n(-c2ccc(OC)cc2)c(=O)[nH]c1=O	8.3	2.8
Cc1ccc(C2(O)CCN3CCCCC32)cc1 (stereo not drawn)	1.4	1.5
C=CCn1c(O)c(C=Nc2ccc(N(CC)CC)cc2)c(=O)[nH]c1=O	6.5	-10.2
CCCCn1c(O)c(C(CC)=NCc2ccc3c(c2)OCO3)c(=O)[nH]c1=O	-0.4	2.6

Screening data from PubChem.
